CHO parental Ca: signal in parental CHO cells, OX1R antagonist counter-screen; parental CHO-K1, ATP-induced calcium, Fluo-8 fluorescence; inhibition, % at 5.6 µM; 330,000 compounds, 0.63% hits; AID 463079;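 active = inhibition above that plate's mean sample inhibition plus 3 SD, cut at about 26% in these data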;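 also: 0% = ATP-challenged DMSO wells and 100% = DMSO wells without ATP; some compounds past the cut are filed as inactive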
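Test system: untransfected parental CHO cell line. Compound: one dose, 5.6 µM nominal. Detection: intracellular calcium via Fluo-8 no-wash fluorescent dye. Measure: % inhibition. Benchmarks: ATP-challenged DMSO wells low, unchallenged DMSO wells high.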
OXTR ag: human OXTR agonism | P30559 | AID 2435 | activation, % at 3 µM | CHO-OTR cells, Fluo-8 calcium fluorescence; normalized: DMSO 0%, oxytocin 100% | 320,000 compounds, 0.32% hits;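 active = activation above the mean of all tested compounds plus 3 SD, cutoff set per screening run, cut at about 20% in these data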;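 also: peak over basal fluorescence ratio from a 100 s FLIPR kinetic read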
Target sequence (P30559 whole entry, looked up): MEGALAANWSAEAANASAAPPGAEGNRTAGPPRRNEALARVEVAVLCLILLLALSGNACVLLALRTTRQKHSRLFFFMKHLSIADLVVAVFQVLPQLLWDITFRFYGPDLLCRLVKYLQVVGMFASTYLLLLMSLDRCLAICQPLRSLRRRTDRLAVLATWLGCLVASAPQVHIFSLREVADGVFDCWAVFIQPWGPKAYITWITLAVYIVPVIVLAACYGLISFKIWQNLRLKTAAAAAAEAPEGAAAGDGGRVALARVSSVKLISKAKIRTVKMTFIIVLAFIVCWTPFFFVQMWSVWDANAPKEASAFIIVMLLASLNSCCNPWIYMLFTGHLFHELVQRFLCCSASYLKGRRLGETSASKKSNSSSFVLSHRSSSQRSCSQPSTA
CHRM1 PAM: human CHRM1 positive allosteric modulation; CHO-K1 hM1, Fluo-8 calcium fluorescence, ACh EC20; 0% = ACh EC20, 100% = maximal ACh; 360,000 compounds, 0.088% hits; activation, % at 3 µM; P11229; in the data active = activation above about 19%, passing the limit was not always enough
Target sequence (P11229 whole entry, looked up): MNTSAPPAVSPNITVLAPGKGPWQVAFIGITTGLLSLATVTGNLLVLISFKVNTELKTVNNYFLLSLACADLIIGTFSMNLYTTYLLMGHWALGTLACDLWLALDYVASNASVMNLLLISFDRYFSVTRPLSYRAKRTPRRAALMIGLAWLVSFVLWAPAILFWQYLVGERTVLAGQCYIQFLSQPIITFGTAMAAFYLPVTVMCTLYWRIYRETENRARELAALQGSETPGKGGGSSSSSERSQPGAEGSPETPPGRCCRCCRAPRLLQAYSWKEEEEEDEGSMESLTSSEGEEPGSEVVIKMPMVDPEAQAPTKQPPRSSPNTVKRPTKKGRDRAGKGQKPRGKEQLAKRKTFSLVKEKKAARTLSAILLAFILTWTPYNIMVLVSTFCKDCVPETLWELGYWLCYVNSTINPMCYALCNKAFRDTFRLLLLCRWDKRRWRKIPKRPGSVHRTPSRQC
TAAR1 agonist: agonists of human TAAR1; CHO RD-HGA16 TAAR1, Fluo-8 calcium fluorescence; vehicle wells 0%, saturating PEA agonist 100%; 360,000 compounds, 0.99% hits; Q96RJ0; AID 624467; activation, % at 3 µM;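 active = activation above the mean activation of all test compounds in the run plus 3 SD, cut at about 38% in these data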
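Assay system – CHO-derived RD-HGA16 cells with stable Gα16 and human TAAR1 · Compound dosing – one-point dosing at 3 µM (nominal) · Incubation – 17-24 h seeding, 75 min 37 °C dye, 30 min RT · Measured by – kinetic Fluo-8 calcium fluorescence · Control set – DMSO vehicle as 0%, PEA at EC100 as 100% · Repeats – single well for each compound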
TAAR1 antag: antagonists of human TAAR1; Q96RJ0; 360,000 compounds, 1.5% hits; CHO RD-HGA16 TAAR1, Fluo-8 calcium fluorescence, antagonist; inhibition, % at 3 µM;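 active = inhibition above a per-plate cutoff, the mean inhibition of test compounds on that plate plus 3 SD, cut at about 49% in these data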;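 also: 0% = DMSO plus EC80 beta-PEA response and 100% = DMSO alone without agonist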
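Test system – hTAAR1-expressing CHO RD-HGA16 cells, Gα16-coupled · Reagent – β-PEA at EC80 concentration, post-compound challenge · Compound dosing – 3 µM, single point · Timing – 140 s kinetic read after compound, 140 s after agonist · Detection – Fluo-8 intracellular calcium dye fluorescence, real-time kinetic reads · Control set – DMSO and EC80 PEA controls · Repeats – n of 1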
M1 ag: agonists of human M1 muscarinic receptor. P11229. CHO-K1 hM1, Fluo-8 calcium fluorescence, agonist mode; 0% DMSO, 100% acetylcholine EC100. activation, % at 3 µM. 360,000 compounds, 0.33% hits;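 active = activation above the run's mean compound activation plus 3 SD, cut at about 16% in these data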;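 also: peak over basal fluorescence ratio within a 140 s kinetic read after compound addition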
OXTR potentiate: human OXTR potentiation; AID 2445; P30559; activation, % at 3 µM; CHO-OTR cells, Fluo-8 calcium fluorescence, potentiator mode; 0% = oxytocin EC15, 100% = EC100; 320,000 compounds, 0.061% hits;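 active = activation above that plate's cutoff, the mean activation of tested compounds plus 3 SD, cut at about 6.6% in these data, passing the limit was not always enough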;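 also: 100% uses oxytocin at 75 nM as the full agonist control; some results filed as inactive read as strong as hits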
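Material: human OTR in CHO cells. Compound: 3.0 µM, one dose. Timing: compound 6 min at room temperature before oxytocin, 100 s read. Evaluation: % activation of max/min ratio relative to oxytocin controls. Replication: single well per compound, singlicate. Signal: Fluo-8 calcium dye fluorescence.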
M1 antag: human CHRM1 antagonism | P11229 | CHO-K1 hM1, Fluo-8 calcium fluorescence, ACh EC80 antagonist | inhibition, % at 3 µM | 360,000 compounds, 1.3% hits | AID 588852;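 active = percent inhibition above its own plate's cutoff, namely the mean of that plate's compound wells plus 3 SD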;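 also: peak over basal fluorescence ratio during 140 s after agonist addition; 0% = ACh EC80 plus DMSO and 100% = DMSO alone without agonist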
V1R ag counter: counter-screen for oxytocin receptor agonists: human V1a receptor agonists; 320,000 compounds, 0.25% hits; activation, % at 3 µM; CHO-V1R cells, Fluo-8 calcium fluorescence, agonist mode; 0% DMSO, 100% 3 nM vasopressin; P37288;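 active = activation above the mean activation of all tested compounds plus 3 SD, per screening run, cut at about 20% in these data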;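 also: signal is peak over basal fluorescence ratio across a 100 second FLIPR read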
Starred values were filed as active, the others as inactive.

Results for CCOc1cccc(C(=O)N/N=C/c2ccoc2)c1 ?
CHRM1 PAM: -5; TAAR1 agonist: 5; TAAR1 antag: -11; M1 ag: -3; M1 antag: 15

What do the screens show for `Cc1ccc(C(=O)NN2CCOCC2)cc1`?
CHO parental Ca: -2; OXTR ag: 0.2; CHRM1 PAM: 5; TAAR1 agonist: 5; TAAR1 antag: 7; M1 ag: -5; OXTR potentiate: 0; M1 antag: -7; V1R ag counter: -0.9

How did O=C(CSc1nnc(CNC(=O)c2ccc(F)cc2)o1)NCCc1ccccc1 do in these assays?
CHO parental Ca: 1; OXTR ag: -0.1; CHRM1 PAM: 4; TAAR1 agonist: 0; TAAR1 antag: -14; M1 ag: -4; OXTR potentiate: -10; M1 antag: -3; V1R ag counter: 0.8

What do the screens show for `CCCNC(=O)NCc1ccc(N2CCCC2=O)cc1`?
CHO parental Ca: 2; OXTR ag: 0.4; CHRM1 PAM: 7; TAAR1 agonist: 8; TAAR1 antag: -2; M1 ag: -2; OXTR potentiate: -18; M1 antag: -2; V1R ag counter: -0.5

How did COc1ccccc1N1CCN(/N=C\c2cccnc2)CC1 do in these assays?
CHO parental Ca: -6; OXTR ag: -0.5; CHRM1 PAM: 5; TAAR1 agonist: 7; TAAR1 antag: -5; M1 ag: 5; OXTR potentiate: -5; M1 antag: 8; V1R ag counter: 0.2

Results for CCOC(=O)CC(NC(=O)Cc1ccc(F)cc1)c1ccccc1Cl (stereo not given) ?
CHO parental Ca: -17; OXTR ag: -1.2; CHRM1 PAM: 6; TAAR1 agonist: 10; TAAR1 antag: -14; M1 ag: -6; OXTR potentiate: -4; M1 antag: -1; V1R ag counter: 1.9

How did CCCCn1c(N)c(N(CC)C(=O)c2ccc(C)cc2)c(=O)[nH]c1=O do in these assays?
CHO parental Ca: 2; OXTR ag: 0.0; CHRM1 PAM: 12; TAAR1 agonist: -3; TAAR1 antag: 5; M1 ag: -2; OXTR potentiate: -6; M1 antag: -11; V1R ag counter: -0.2

What do the screens show for `COc1ccccc1C1CC(=O)Nc2c1c(=O)n(C)c(=O)n2C` (stereo not given)?
CHO parental Ca: -7; OXTR ag: 0.8; CHRM1 PAM: 5; TAAR1 agonist: 0; TAAR1 antag: -7; M1 ag: 1; OXTR potentiate: -4; M1 antag: -6; V1R ag counter: 0.6

How did CCn1ccc(C(=O)Nc2cccc(Cl)c2)n1 do in these assays?
CHO parental Ca: -5; OXTR ag: -0.8; CHRM1 PAM: 3; TAAR1 agonist: 2; TAAR1 antag: -10; M1 ag: -3; OXTR potentiate: -5; M1 antag: 4; V1R ag counter: 0.0

How did CN(CC(=O)Nc1ccc(S(=O)(=O)N2CCCC2)cc1)CC(=O)Nc1ccc(F)c(F)c1F do in these assays?
CHO parental Ca: -10; OXTR ag: 2.5; CHRM1 PAM: 8; TAAR1 agonist: 4; TAAR1 antag: 2; M1 ag: -6; OXTR potentiate: -5; M1 antag: -10; V1R ag counter: 0.9

What do the screens show for `O=C(c1ccc(Cl)cc1Cl)N1CCC(C(=O)N2CCOCC2)CC1`?
CHO parental Ca: -6; OXTR ag: 0.6; CHRM1 PAM: 14; TAAR1 agonist: 2; TAAR1 antag: -10; M1 ag: 0; OXTR potentiate: -7; M1 antag: -13; V1R ag counter: 0.8

How did COc1cccc(OCc2nnc(SCC(=O)NNC(=O)C3CCCCC3)n2C)c1 do in these assays?
CHO parental Ca: -1; OXTR ag: 0.1; CHRM1 PAM: 0; TAAR1 agonist: 5; TAAR1 antag: -17; M1 ag: -4; OXTR potentiate: 0; M1 antag: 1; V1R ag counter: 4.8

Results for COc1cc(C(c2c(C)[nH][nH]c2=O)c2c(C)[nH][nH]c2=O)ccc1OS(=O)(=O)c1ccccc1 ?
CHO parental Ca: 9; OXTR ag: -0.3; CHRM1 PAM: 11; TAAR1 agonist: 5; TAAR1 antag: 7; M1 ag: 1; OXTR potentiate: -6; M1 antag: -14; V1R ag counter: -0.7

Results for CCc1cc2c(=O)c(-c3nc(C)cs3)coc2cc1O ?
CHO parental Ca: -7; OXTR ag: 0.2; CHRM1 PAM: -1; TAAR1 agonist: 0; TAAR1 antag: 7; M1 ag: -3; OXTR potentiate: -4; M1 antag: 2; V1R ag counter: -0.2

Results for O=C(O)CN1C(=O)/C(=C\c2ccc(OC(=O)c3ccco3)cc2)SC1=S ?
CHO parental Ca: 8; OXTR ag: 0.8; CHRM1 PAM: 0; TAAR1 agonist: 1; TAAR1 antag: -3; M1 ag: -2; OXTR potentiate: -8; M1 antag: 4; V1R ag counter: 0.3

How did Cc1ccc2c(CN3CCN(S(=O)(=O)/C=C/c4ccccc4)CC3)cc(=O)oc2c1 do in these assays?
CHO parental Ca: -4; OXTR ag: -0.3; CHRM1 PAM: 3; TAAR1 agonist: 2; TAAR1 antag: -14; M1 ag: -9; OXTR potentiate: 1; M1 antag: -6; V1R ag counter: 0.1

What do the screens show for `C[C@@H]1CN([C@H](C)CO)C(=O)CCCn2nncc2CO[C@@H]1CN(C)C(=O)CCC(F)(F)F`?
CHRM1 PAM: 9; TAAR1 agonist: 2; TAAR1 antag: -9; M1 ag: 4; M1 antag: -4

Results for O=S(=O)(c1ccc(N2CCN(S(=O)(=O)c3ccccc3)CC2)nc1)N1CCCC1 ?
CHO parental Ca: -3; OXTR ag: 1.4; CHRM1 PAM: 2; TAAR1 agonist: 2; TAAR1 antag: -19; M1 ag: 0; OXTR potentiate: -16; M1 antag: -4; V1R ag counter: 0.5

How did CCS(=O)(=O)c1ccc2oc(SCC(=O)NCc3ccccc3)nc2c1 do in these assays?
CHO parental Ca: -11; OXTR ag: 2.4; CHRM1 PAM: 6; TAAR1 agonist: 0; TAAR1 antag: 0; M1 ag: -4; OXTR potentiate: -4; M1 antag: -1; V1R ag counter: -0.1

What do the screens show for `Cc1[nH]c2ccccc2c1C(=O)CN1C(=O)NC2(CCCCCC2)C1=O`?
CHO parental Ca: -18; OXTR ag: 0.4; CHRM1 PAM: -5; TAAR1 agonist: 2; TAAR1 antag: -2; M1 ag: 0; OXTR potentiate: -1; M1 antag: 19; V1R ag counter: 1.8

Results for CC(C)(C)n1nnnc1C(c1ccc(C(F)(F)F)cc1)N(Cc1ccc(F)cc1)Cc1ccco1 (stereo not given) ?
CHO parental Ca: -2; OXTR ag: 6.8; CHRM1 PAM: 0; TAAR1 agonist: 7; TAAR1 antag: -1; M1 ag: -3; OXTR potentiate: 0; M1 antag: 4; V1R ag counter: 1.2

Results for O=C(Nc1cccc(C(=O)O)c1)/C(=C\c1ccccc1Cl)NC(=O)c1ccco1 ?
CHO parental Ca: 6; OXTR ag: 0.7; CHRM1 PAM: 22; TAAR1 agonist: -1; TAAR1 antag: -2; M1 ag: 7; OXTR potentiate: 2; M1 antag: -16; V1R ag counter: 0.8

How did Cn1c(/C=N/c2nc3ccccc3[nH]2)nc2ccccc21 do in these assays?
CHO parental Ca: -3; OXTR ag: 0.2; CHRM1 PAM: 7; TAAR1 agonist: 2; TAAR1 antag: 19; M1 ag: 3; OXTR potentiate: 0; M1 antag: -2; V1R ag counter: 1.2

How did Cc1ccc(C(=O)N/C(=C/c2ccco2)C(=O)N2CCCCC2)cc1 do in these assays?
CHO parental Ca: -16; OXTR ag: -0.1; CHRM1 PAM: 0; TAAR1 agonist: -2; TAAR1 antag: 7; M1 ag: 0; OXTR potentiate: -5; M1 antag: -3; V1R ag counter: 1.0

What do the screens show for `COc1ccc(CN2CCn3ncc(C(=O)Nc4ccc(Cl)cc4Cl)c3C2=O)cc1`?
CHO parental Ca: -10; OXTR ag: 0.1; CHRM1 PAM: 8; TAAR1 agonist: -1; TAAR1 antag: -6; M1 ag: 0; OXTR potentiate: -7; M1 antag: -5; V1R ag counter: 1.3

How did O=S(=O)(c1ccc(F)cc1F)N1CCCN(c2ccc(C(F)(F)F)cn2)CC1 do in these assays?
CHO parental Ca: -32; OXTR ag: -2.1; CHRM1 PAM: 0; TAAR1 agonist: 0; TAAR1 antag: -27; M1 ag: -5; OXTR potentiate: -10; M1 antag: 6; V1R ag counter: -1.0

How did Cc1cc(C)c2c(CCl)cc(=O)oc2c1 do in these assays?
CHO parental Ca: -2; OXTR ag: -2.5; CHRM1 PAM: 12; TAAR1 agonist: -2; TAAR1 antag: -8; M1 ag: -3; OXTR potentiate: -2; M1 antag: -10; V1R ag counter: 0.2

Results for Cc1ccc(C)c(NC(=S)Nc2ccc(S(=O)(=O)Nc3ncccn3)cc2)c1 ?
CHO parental Ca: 3; OXTR ag: 0.3; CHRM1 PAM: 8; TAAR1 agonist: 1; TAAR1 antag: 2; M1 ag: -2; OXTR potentiate: -2; M1 antag: -9; V1R ag counter: 0.1

How did CC(=O)Nc1ccc(SCC(=O)Nc2ccccc2-c2ccccc2)cc1 do in these assays?
CHO parental Ca: -8; OXTR ag: 5.6; CHRM1 PAM: -4; TAAR1 agonist: 3; TAAR1 antag: 19; M1 ag: -2; OXTR potentiate: -15; M1 antag: 8; V1R ag counter: 6.2

What do the screens show for `COC(=O)c1[nH]c2ccc(Br)cc2c1NC(=O)CN1CCN(C2CCCCC2)CC1`?
CHO parental Ca: -11; OXTR ag: 1.5; CHRM1 PAM: -4; TAAR1 agonist: 8; TAAR1 antag: -12; M1 ag: -4; OXTR potentiate: 4; M1 antag: 1; V1R ag counter: 1.2

What do the screens show for `COc1ccc(NC(=O)c2ccc(Cn3cc(Cl)cn3)cc2)cc1`?
CHO parental Ca: -21; OXTR ag: 0.3; CHRM1 PAM: 4; TAAR1 agonist: 5; TAAR1 antag: 5; M1 ag: -3; OXTR potentiate: -7; M1 antag: -5; V1R ag counter: -0.3

Fetched by structure from the entries so far (2):
How did CCS(=O)(=O)c1ccc2oc(SCC(=O)NCc3ccccc3)nc2c1 do in these assays?
CHO parental Ca: -11; OXTR ag: 2.4; CHRM1 PAM: 6; TAAR1 agonist: 0; TAAR1 antag: 0; M1 ag: -4; OXTR potentiate: -4; M1 antag: -1; V1R ag counter: -0.1

What do the screens show for `COc1ccc(CN2CCn3ncc(C(=O)Nc4ccc(Cl)cc4Cl)c3C2=O)cc1`?
CHO parental Ca: -10; OXTR ag: 0.1; CHRM1 PAM: 8; TAAR1 agonist: -1; TAAR1 antag: -6; M1 ag: 0; OXTR potentiate: -7; M1 antag: -5; V1R ag counter: 1.3
